Source: PubChem BioAssay (National Center for Advancing Translational Sciences (NCATS))
RXFP1 antagonist – blocks the human relaxin receptor RXFP1. HEK293-RXFP1, relaxin-stimulated cAMP HTRF, 30 min; active compounds read low. Q9HBX9. AID 1259400. 350,000 compounds, 0.59% hits. activity change, negative = inhibition, % at 57.5 µM;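 active = activity change of -60% or lower, but not beyond a set lower limit; inconclusive = change between -60% and -40%, or beyond the set limit; inactive = change above -40%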; note: % is set by controls: 0 for no effect and ±100 for the full control effect
APEX1 inh – APE1 (human) endonuclease inhibition; P27695; recombinant APE1, TAMRA/BHQ-2 abasic DNA cleavage fluorescence; Potency, µM (highest dose often 65.8 µM), for inactives: at the top dose activity change, negative = inhibition, actives largely listed as inhibitors; 350,000 compounds, 0.35% hits; AID 2517;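 note: potency is the fitted concentration of half-maximal effect; plate controls were vehicle for no effect and reference inhibitor for full effect; nearly all actives have a fitted effect of over 55% in size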
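Quantitative HTS: incision of a TAMRA/BHQ-2 double-stranded substrate bearing a tetrahydrofuran abasic site by 0.75 nM APE1 raises fluorescence. Substrate 50 nM final, added after 15 min compound preincubation at room temperature; progress as third-minus-first kinetic read difference.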
Pol kappa inh – inhibitors of human DNA polymerase kappa. Q9UBT6. Potency, µM (highest dose often 107 µM), inactives show at the highest dose activity, negative = inhibition, hits mostly inhibitors. purified Pol kappa, fluorescent DNA synthesis assay, 10 min. 400,000 compounds, 0.53% hits; note: potency is the fitted concentration of half-maximal effect; % is set by controls: 0 for no effect and ±100 for the full control effect
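Pol kappa 10 nM + cpd, 15 min RT; start w/ substrate 50 nM final; fluorescence kinetic read, 0 and 10 min. Neg ctrl: buffer, no enzyme.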
Pol eta inh – inhibitors of human DNA polymerase eta | Q9Y253 | recombinant Pol eta, fluorescent DNA replication assay | Potency, µM (top dose mostly 114 µM), inactives show at the top dose activity change, negative = inhibition, hits mostly inhibitors | 390,000 compounds, 1.2% hits | AID 588591; note: potency is the fitted concentration of half-maximal effect; % is set by controls: 0 for no effect and ±100 for the full control effect
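Pol eta (10 nM) was preincubated with compounds for 15 min at room temperature, after which fluorescent replication substrate (50 nM final) was added to start the reaction. Fluorescence was read kinetically at 0 and 10 min.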
POLB inh – inhibitors of human DNA polymerase beta; P06746; Pol beta primer extension/strand displacement, fluorescence kinetic; Potency, µM (series often up to 114 µM), without a hit: at the highest dose activity change, negative = inhibition, hits mostly inhibitors; 340,000 compounds, 1.3% hits; note: potency is the fitted concentration of half-maximal effect; % is set by controls: 0 for no effect and ±100 for the full control effect
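Enzyme-only controls used 10 nM Pol beta; buffer lacking enzyme served as negative control. Compound preincubated 15 min, then 50 nM substrate added; 0 and 10 min reads at room temperature.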
Anesthetic bind – binds horse apoferritin like a general anesthetic | P02791 | apoferritin/1-aminoanthracene competitive binding, fluorescence | Potency, µM (highest dose often 77.5 µM), for inactives: top-dose activity change, negative = displacement, most hits filed as inhibitors | 350,000 compounds, 0.074% hits; note: potency is the fitted concentration of half-maximal effect; % is set by controls: 0 for no effect and ±100 for the full control effect; nearly all actives have a fitted effect of over 20% in size
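Apoferritin-based anesthetic binding model; compound displacement of fluorescent 1-AMA measured as endpoint fluorescence after 10 minutes at room temperature, scaled to free-ligand and complex controls.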
BLM inh – blocks DNA unwinding by human BLM helicase | P54132 | recombinant BLM DNA unwinding, fluorescence dequenching | Potency, µM (titrated, usually from 56.1 µM), inactives show top-dose activity change, negative = inhibition, most hits filed as inhibitors | 350,000 compounds, 0.2% hits | AID 2528;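 note: potency is the fitted concentration of half-maximal effect; plate controls were vehicle for no effect and no enzyme for full effect; nearly all actives have a fitted effect of over 35% in size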
POLI inh – DNA polymerase iota (human) inhibition. Q9UNA4. Pol iota fluorescent replication assay, 10 min. Potency, µM (top dose mostly 115 µM), for the others: top-dose activity, negative = inhibition, hits mostly inhibitors. 390,000 compounds, 1% hits. AID 588590; note: potency is the fitted concentration of half-maximal effect
Target sequence (Q9UNA4 whole entry, looked up): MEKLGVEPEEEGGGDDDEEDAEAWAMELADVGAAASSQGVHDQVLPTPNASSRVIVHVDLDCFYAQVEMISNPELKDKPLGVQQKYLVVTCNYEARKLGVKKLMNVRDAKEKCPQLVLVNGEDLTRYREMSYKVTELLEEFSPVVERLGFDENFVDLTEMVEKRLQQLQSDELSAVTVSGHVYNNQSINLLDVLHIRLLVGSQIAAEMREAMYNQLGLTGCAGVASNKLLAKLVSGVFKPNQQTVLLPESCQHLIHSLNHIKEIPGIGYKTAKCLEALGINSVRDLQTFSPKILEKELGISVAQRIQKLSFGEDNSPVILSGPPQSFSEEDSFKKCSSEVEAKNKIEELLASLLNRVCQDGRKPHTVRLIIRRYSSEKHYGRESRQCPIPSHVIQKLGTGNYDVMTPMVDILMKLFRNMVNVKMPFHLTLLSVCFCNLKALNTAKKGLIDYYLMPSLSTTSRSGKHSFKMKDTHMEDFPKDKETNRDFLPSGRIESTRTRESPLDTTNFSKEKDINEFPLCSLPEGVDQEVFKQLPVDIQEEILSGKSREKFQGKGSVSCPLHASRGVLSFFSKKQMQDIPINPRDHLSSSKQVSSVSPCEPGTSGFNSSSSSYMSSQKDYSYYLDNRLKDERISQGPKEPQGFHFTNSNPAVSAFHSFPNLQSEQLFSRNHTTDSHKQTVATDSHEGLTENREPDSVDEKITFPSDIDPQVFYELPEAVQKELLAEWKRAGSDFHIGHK
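Fluorescent replication assay read twice, at 0 min and 10 min after adding 50 nM (final) substrate. Enzyme (10 nM) and compounds were first incubated 15 min at room temperature; enzyme-free buffer wells were negative controls.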
PGK inhibitor – T. brucei PGK inhibition. Potency, µM (top dose mostly 57.5 µM), for the others: at the top dose activity change, negative = inhibition, usual class: inhibitors. P07378. PGK/GAPDH coupled, Kinase-Glo luminescence, 60 min. 380,000 compounds, 0.043% hits; note: potency is the fitted concentration of half-maximal effect; % is set by controls: 0 for no effect and ±100 for the full control effect; nearly all actives have a fitted effect of over 60% in size
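Luminescent ATP detection (Kinase-Glo Plus) follows a 60-minute room-temperature incubation, with wells lacking PGK as controls. Buffer: 100 mM TEA (pH 7.6), 5 mM MgCl2, 0.01% Tween-20. Coupling enzyme GAPDH (100 nM final) supplies unstable 1,3-BPG in-well.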
Starred values were filed as active, the others as inactive; i = inactive; ? = inconclusive; . = not tested or not shown; & = joins results of further samples; [ ] = another dose, or the depositor's remark. Unless noted, calls come from the whole dose curve; as a rule, active = well fitted curve in the direction sought with a large enough effect; inconclusive = small, poorly fitted or top-dose-only effect, or another doubt; inactive = no such curve, though single readings can be large; an effect the other way counts as inactive or inconclusive. The list is partial; rates above refer to the full screens.

SMILES | RXFP1 antagonist | APEX1 inh | Pol kappa inh | Pol eta inh | POLB inh | Anesthetic bind | BLM inh | POLI inh | PGK inhibitor
Cc1cc(=O)c(C(=O)O)cn1-c1ccc(C(C)C)cc1 | -4 | 2% | 4% | -2% | ? | -8% | -1% | 15% | -1%
CC1Cn2c(nnc2-c2cc3ccccc3cc2O)S1 (stereo not given) | 9 | -2% | -11% | -5% | 9% | 1% | -2% | -10% | 2%[11.5 µM]
COc1cc(C)nc(NS(=O)(=O)c2ccccc2Cl)n1 | 0 | 2% | -1% | -15% | 27% | -4% | -5% | 106%[activator] | i
COc1ccc(CCC(=O)c2c(O)cc(OC3OC(CO)C(O)C(O)C3O[C@@H]3OC(C)C(O)C(O)C3O)cc2O)cc1O (stereo not given in full) | . | -1% | -13%[60.1 µM] | . | . | 4% | -10% | . | .
CCc1ccccc1S(=O)(=O)Cc1ccc(C(=O)NC(C)C)o1 | 14 | . | 2% | 3% | . | . | . | -17% | -11%
COc1ccc(/C([O-])=C(/C(=S)Nc2ccc(C)c(C)c2)n2c[n+](C)c3ccccc32)cc1OC | 1 | 0% | -8% | 0% | 4% | ? | -5% | 58%[activator] | -2%
Cc1ccc(N2CCN(c3ccc(C)cc3)C2c2ccncc2)cc1 | 12 | -11% | -8% | -15% | -20% | -20% | -12% | 17% | 0%
CCOC(=O)c1c(NC(=O)CSc2n[nH]c(-c3ccco3)n2)sc(C)c1C | -75* | -6% | -13% | 1% | -4% | ? | -6% | 4% | -1%
COc1cccc(COCCN2CCN(S(=O)(=O)c3ccc(C)cc3)CCC2=O)c1 | . | ? | 12% | -11% | ? | -13% | 2% | 23% | i
COC(=O)Cn1c(O)c(N=NC(=O)CNC(=O)c2ccc3c(c2)OCCO3)c2ccccc21 | 13 | 79%[activator] | 12% | -10% | 29% | ? | -2% | 29% | -7%
Cn1c(=O)c2sccc2n2c(CCCC(=O)N3CCN(c4ccccn4)CC3)nnc12 | -2 | 20% | -20% | -8% | 26% | -4% | 1% | 8% | -3%
COc1cc(OC)nc(NC(=O)CN2CCN(c3ccc(F)cc3)CC2)n1 | 1 | -1% | -2% | 1% | -4% | -3% | -9% | 18% | -5%
COc1ccc(S(=O)(=O)NCC(=O)NCc2cc(=O)n(C)c(=O)n2C)cc1F | 18 | 51%[activator] | 8% | -13% | -1% | 20% | -2% | 25% | -4%
Cc1ccc(NC(=O)NCCCN2CCOCC2)cc1 | 0 | 5% | -10% | -22% | 0% | -10% | -2% | 3% | -9%
O=C(Nc1ccccc1C(F)(F)F)c1cc(-c2ccc3c(c2)OCCO3)on1 | . | . | -7% | 1% | 17% | -2% | 0% | 21% | -6%

Some of the entries so far, with values ahead of the structure:
| RXFP1 antagonist | APEX1 inh | Pol kappa inh | Pol eta inh | POLB inh | Anesthetic bind | BLM inh | POLI inh | PGK inhibitor | Structure |
| --- | --- | --- | --- | --- | --- | --- | --- | --- | --- |
| 13 | 79%[activator] | 12% | -10% | 29% | ? | -2% | 29% | -7% | COC(=O)Cn1c(O)c(N=NC(=O)CNC(=O)c2ccc3c(c2)OCCO3)c2ccccc21 |
| 9 | -2% | -11% | -5% | 9% | 1% | -2% | -10% | 2%[11.5 µM] | CC1Cn2c(nnc2-c2cc3ccccc3cc2O)S1 (stereo not given) |

Full records as entered above. Values in the order: RXFP1 antagonist | APEX1 inh | Pol kappa inh | Pol eta inh | POLB inh | Anesthetic bind | BLM inh | POLI inh | PGK inhibitor
Cc1ccc(N2CCN(c3ccc(C)cc3)C2c2ccncc2)cc1 in the list: 12 | -11% | -8% | -15% | -20% | -20% | -12% | 17% | 0%
Cc1cc(=O)c(C(=O)O)cn1-c1ccc(C(C)C)cc1 in the list: -4 | 2% | 4% | -2% | ? | -8% | -1% | 15% | -1%
CCOC(=O)c1c(NC(=O)CSc2n[nH]c(-c3ccco3)n2)sc(C)c1C in the list: -75* | -6% | -13% | 1% | -4% | ? | -6% | 4% | -1%
COc1ccc(S(=O)(=O)NCC(=O)NCc2cc(=O)n(C)c(=O)n2C)cc1F in the list: 18 | 51%[activator] | 8% | -13% | -1% | 20% | -2% | 25% | -4%
COc1cccc(COCCN2CCN(S(=O)(=O)c3ccc(C)cc3)CCC2=O)c1 in the list: . | ? | 12% | -11% | ? | -13% | 2% | 23% | i

Continued:
SMILES | RXFP1 antagonist | APEX1 inh | Pol kappa inh | Pol eta inh | POLB inh | Anesthetic bind | BLM inh | POLI inh | PGK inhibitor
CSC1=NC2(CCCCC2)C2=C(CCCC2)N1 | -11 | -1% | -4%[60.1 µM] | -7% | 8% | ? | 2% | 7% | 0%
O=C(/C=C/c1cccnc1)c1ccc([N+](=O)[O-])cc1 | 0 | 60%[activator] | -5% | -18% | -2% | -3% | 0% | ? | -10%
CC(C)CNC(=O)c1nn(Cc2ccccc2)c(=O)c2ccccc12 | -7 | -9% | 4% | -15% | 29% | 7% | -2% | 14% | i
Oc1ccc(N2CCN(c3ncnc4sc5c(c34)CCC5)CC2)cc1 | -13 | 0% | -3% | -7% | 22% | ? | -3% | 4% | 12%
C=CCN1C(=O)C2(OCCCO2)c2cc(Cl)ccc21 | -1 | 2% | 0% | -12% | -27% | -10% | -4% | 7% | -1%
CC(=O)C1=C(C)N(Cc2ccccc2)C(=O)N[C@H]1c1cccc(C(F)(F)F)c1 | . | -3%&27% | 2% | -9% | 12% | -6% | 0%&-4% | 1% | -3%
Cc1cc(C)n2nc(C(=O)OCC(=O)N(CCC#N)c3ccc(F)cc3)nc2n1 | -3 | 5% | -3% | -6% | . | . | . | 7% | -4%
O=C(COc1ccc(Br)cc1Cl)NC(=O)Nc1ccc2c(c1)OCCO2 | -8 | 7% | 11% | -10% | ? | -10% | -1% | 24% | -10%
COc1ccc(C)cc1NC(=O)CSc1nc2ccccc2nc1N1CCCCC1 | -3 | -14% | -6% | -17% | -1% | -6% | -9% | 18% | -5%
COc1cc2c(C(=O)N(C)c3cc(Cl)ccc3OC)cn(CC(C)C)c(=O)c2cc1OC | . | . | -14% | -18% | 47%[activator] | 4% | -2% | 25% | 0%
Cc1cc(Nc2cccc(Cl)c2)nc(NCc2ccccc2)n1 | -5 | -4% | -14% | -13% | 11% | ? | -6% | 5% | 5%
COc1ccc(NC(=O)CC(C)S(=O)(=O)c2cc3c(cc2C)NC(=O)CO3)cc1OC (stereo not given) | 2 | . | -10% | -9% | 27% | 3% | -1% | 3% | 4%
